Bioassay records deposited in PubChem by several laboratories.
Rac1 mut GTP – modulators of GTP binding to human Rac1 activated mutant | P63000 | GST-Rac1 activated beads, fluorescent GTP binding, flow cytometry; actives lie on both sides; 100% means binding = to untreated wells | percent activity (GTP binding), % at 10 µM | 190,000 compounds, 0.11% hits;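 active = GTP binding at least 20 percentage points away from the 100% baseline, in either direction, so actives lie on both sides; inconclusive = Compound likely fluorescent itself, or too few beads counted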
Avidin bead fluor – avidin bead compound fluorescence profile; fluorescence (KMESF) at 10 µM; 220,000 compounds, 0.38% hits; Avidin beads, compound fluorescence 488/530 nm, flow cytometry; active compounds read high; in the data active = fluorescence above about 47; note: inactives centre near 10
Rab2 wt GTP – changes GTP binding to wildtype dog Rab2A, up or down; 190,000 compounds, 0.19% hits; AID 760; GTP binding activity, % at 10 µM; GST-Rab2 wt beads, Bodipy-GTP binding, flow cytometry;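 active = GTP binding activity at least 20 points away from 100%, either lowered or raised; inconclusive = signal likely due to the compound's own green fluorescence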;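 note: 0% = beads with excess unlabeled GTP and 100% = no-compound control corrected for plate trend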
Cdc42 wt – human Cdc42 wildtype GTP binding change, either direction; percent activity (GTP binding), % at 10 µM; AID 761; P60953; GST-Cdc42 beads, Bodipy-GTP binding, flow cytometry; actives lie on both sides; 190,000 compounds, 0.2% hits;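 active = percent activity GTP binding at least 20 points away from the 100% baseline, either down as inhibitor or up as activator; inconclusive = compound flagged as likely green fluorescent from well-wide comparison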;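 note: median bead fluorescence of bound Bodipy-FL-GTP at 100 nM; 0% = excess unlabeled GTP control and 100% = no compound control; below 100% means less GTP binding so inhibitor and above means activator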
ABCB1 inh – blocks JC-1 efflux by human ABCB1 transporter; P08183; CCRF-Adr cells, flow cytometry; inhibition, % at 6.6 µM; 190,000 compounds, 0.067% hits; AID 1326; in the data active = inhibition above about 40%;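 note: 0% = vehicle and 100% = reference inhibitor; higher value means more JC-1 retained so stronger ABCB1 efflux block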
Target sequence (P08183 whole entry, looked up): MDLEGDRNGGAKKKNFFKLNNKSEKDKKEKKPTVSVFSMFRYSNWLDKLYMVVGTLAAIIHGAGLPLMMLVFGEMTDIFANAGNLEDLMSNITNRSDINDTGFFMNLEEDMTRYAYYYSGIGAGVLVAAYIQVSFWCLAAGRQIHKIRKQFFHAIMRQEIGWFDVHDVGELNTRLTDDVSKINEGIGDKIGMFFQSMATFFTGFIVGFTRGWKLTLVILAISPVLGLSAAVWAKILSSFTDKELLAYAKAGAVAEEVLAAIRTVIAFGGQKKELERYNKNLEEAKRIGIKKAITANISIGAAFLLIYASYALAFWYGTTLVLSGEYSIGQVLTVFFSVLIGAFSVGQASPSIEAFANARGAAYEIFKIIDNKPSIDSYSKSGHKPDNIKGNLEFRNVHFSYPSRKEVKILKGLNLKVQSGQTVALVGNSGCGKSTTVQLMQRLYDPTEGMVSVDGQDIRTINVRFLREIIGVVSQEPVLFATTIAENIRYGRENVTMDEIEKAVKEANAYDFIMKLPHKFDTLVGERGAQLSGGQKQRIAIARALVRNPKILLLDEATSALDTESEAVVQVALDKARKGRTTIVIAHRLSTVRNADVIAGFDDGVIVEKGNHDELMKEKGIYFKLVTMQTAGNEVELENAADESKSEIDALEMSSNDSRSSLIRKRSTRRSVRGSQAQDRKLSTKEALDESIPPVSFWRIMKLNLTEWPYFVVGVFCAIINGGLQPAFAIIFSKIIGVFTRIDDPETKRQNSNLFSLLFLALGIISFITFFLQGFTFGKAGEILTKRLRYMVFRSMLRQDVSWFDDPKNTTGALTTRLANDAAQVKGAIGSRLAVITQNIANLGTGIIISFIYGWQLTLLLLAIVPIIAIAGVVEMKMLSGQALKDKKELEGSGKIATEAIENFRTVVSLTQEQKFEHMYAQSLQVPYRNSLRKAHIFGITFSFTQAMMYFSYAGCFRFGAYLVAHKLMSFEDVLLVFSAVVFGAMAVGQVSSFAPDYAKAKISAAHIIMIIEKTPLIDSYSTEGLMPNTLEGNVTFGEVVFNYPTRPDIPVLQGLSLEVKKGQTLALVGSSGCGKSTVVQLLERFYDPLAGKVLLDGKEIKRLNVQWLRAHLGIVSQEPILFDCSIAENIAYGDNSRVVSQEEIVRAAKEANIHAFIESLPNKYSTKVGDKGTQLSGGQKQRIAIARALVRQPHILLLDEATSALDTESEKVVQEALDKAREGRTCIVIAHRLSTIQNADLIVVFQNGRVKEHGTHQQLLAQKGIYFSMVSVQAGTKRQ
ABCG2 block – human ABCG2 inhibition, ABCB1 as counter-screen; 190,000 compounds, 0.1% hits; IgMXP3 cells, JC-1 efflux, flow cytometry; AID 1325; inhibition, % at 6.6 µM; Q9UNQ0;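 active = inhibition above 80%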;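 note: 0% = DMSO and 100% = nicardipine control wells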
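Measure – % inhibition of efflux relative to nicardipine and DMSO · Test system – ABCG2 IgMXP3 and barcoded ABCB1 CCRF-Adr cell mix · Control set – nicardipine as high control, DMSO as low control · Compound – one concentration, 6.6 µM final · Signal – flow cytometry of retained JC-1 fluorescence · Timing – 10 min exposure at 25 °C with rotation, no wash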
HRas wt GTP bind – human HRas wildtype GTP binding, change in either direction; GTP binding activity, % at 10 µM; 190,000 compounds, 0.14% hits; GST-Ras wt beads, Bodipy-FL-GTP binding, flow cytometry; actives lie on both sides;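 active = GTP binding activity at least 20% away from the 100% baseline, either lowered as inhibitor or raised as activator; inconclusive = flagged as likely green fluorescent, judged across all proteins in the well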;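 note: 0% = unlabeled GTP competition control and 100% = no-compound control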
Mcl1-Noxa inh – Mcl-1/Noxa interaction inhibition; Q07820; TR-FRET Mcl-1/Noxa peptide binding, 2 h; inhibition, % at 21.7 µM; 220,000 compounds, 1.5% hits; AID 1022;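 active = compounds that cut the protein-peptide binding signal by more than 50% relative to plate controls in a single-dose test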;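 note: His-tagged Mcl-1 with rhodamine Noxa BH3 peptide and terbium anti-His antibody; 0% = Mcl-1 plus Noxa peptide wells and 100% = peptide-only wells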
Pf gamet viab – P. falciparum stage V gametocyte viability inhibition; AID 743093; inhibition, % at 10.9 µM; 150,000 compounds, 0.065% hits; P. falciparum stage V gametocytes, ATP luminescence, 24 h;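 active = inhibition above the mean plus 3 SD of compounds within the control limits, set per campaign, cut at about 38% in these data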;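 note: 0% = DMSO wells and 100% = medium only without gametocytes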
Rab7 wt GTP bind – alters GTP binding to wildtype dog Rab7; GST-Rab7 beads, fluorescent GTP binding, flow cytometry; actives lie on both sides; untreated = 100%, excess cold GTP = 0%; GTP binding activity (percent of control), % at 10 µM; 190,000 compounds, 0.055% hits;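 active = fluorescent GTP binding to Rab7 beads changed by at least 20 points from the 100% baseline, either direction, mostly lower; inconclusive = compound itself probably fluorescent, or too few beads counted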;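 note: median green fluorescence of bound Bodipy-FL-GTP per Rab7 bead population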
Rac1 wt GTP bind – modulators of human Rac1 wildtype GTP binding; P63000; GST-Rac1 beads, fluorescent GTP binding, flow cytometry; actives lie on both sides; 0 = cold GTP competed, 100 = untreated; GTP binding activity (% of control), % at 10 µM; 190,000 compounds, 0.27% hits; AID 757;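 active = GTP binding activity at least 20 points away from the 100% control level, either lower or higher; inconclusive = compound flagged as likely green fluorescent, judged across all proteins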
The depositor's hits bear a star; ? = inconclusive; / = not tested or not shown.

#	molecule	Rac1 mut GTP	Avidin bead fluor	Rab2 wt GTP	Cdc42 wt	ABCB1 inh	ABCG2 block
1	O=C(Nc1nc(-c2cc(Cl)sc2Cl)cs1)c1ccccc1	101	9	102	101	0.0	0
2	O=C(NC1CC1)C1=C[C@@H](c2ccc3c(c2)OCO3)C[C@@H](OCc2ccc(CO)cc2)O1	97	6	98	94	0.8	6
3	Cc1nc(=O)c(-c2ccccc2)c(C)n1-c1ccccc1C(=O)O	100	16	104	104	1.2	4
4	CCOc1ccc(CN2CCN(Cc3[nH]c4ccccc4c3C)CC2CCO)cc1 (stereo not given)	97	11	96	97	0.3	1
5	COc1ccc(S(=O)(=O)N[C@@H](Cc2ccccc2)C(=O)N2CC[C@@]3(O)CCCC[C@H]3C2)cc1	101	8	103	105	0.6	2
6	Cn1c(Cc2ccccc2)nnc1SCC(=O)Nc1ccccc1	96	11	98	99	0.4	2
7	COc1ccccc1CNC(=O)Cn1cccc1	90	25	89	89	0.9	3
8	O=C(NC(=S)Nc1cccc(Cl)c1N1CCCCC1)c1cccs1	99	8	102	99	-0.2	1
9	Cc1ccc(Cl)c(NC(=O)COC(=O)c2ccccc2C(=O)c2ccc(Cl)c([N+](=O)[O-])c2)c1Cl	98	12	96	99	10	-1
10	O=C(CSc1nc(NS(=O)(=O)c2ccccc2)cc(=O)[nH]1)Nc1ccc(Cl)cc1	95	7	93	90	-0.6	-2
11	O=C(c1ccc(Cl)cc1)c1cnc(Nc2ccccc2)s1	97	22	103	101	0.0	0
12	CCOc1ccccc1-c1nc(-c2cc3ccc(C)cc3[nH]c2=O)no1	101	22	100	106	0.9	7

#	HRas wt GTP bind	Mcl1-Noxa inh	Pf gamet viab	Rab7 wt GTP bind	Rac1 wt GTP bind
1	103	4	-18	104	103
2	95	-30	-16	100	97
3	104	9	/	99	108
4	101	2	11	104	102
5	103	7	1	96	102
6	97	1	/	100	100
7	91	7	1	90	87
8	102	24	/	102	99
9	98	20	/	96	106
10	96	32	/	94	97
11	102	-6	-18	106	103
12	99	21	13	101	109

Additional compounds:
#	molecule	Rac1 mut GTP	Avidin bead fluor	Rab2 wt GTP	Cdc42 wt	ABCB1 inh	ABCG2 block
13	Fc1ccc(CSc2ccc3nnc(-c4cccs4)n3n2)cc1	100	19	100	99	-2.1	13
14	CCOC(=O)[C@H]1CCC[C@@H](NS(=O)(=O)c2ccc(NC(C)=O)cc2)C1	94	0	95	96	0.0	0
15	Cc1cccc(CS(=O)(=O)Cc2ccc(C(=O)NCCN3CCCCC3C)o2)c1 (stereo not given)	102	8	103	101	0.5	2
16	Nc1ccccc1SCC(=O)N1CCc2ccccc21	99	8	101	98	0.5	2
17	O=C(CSc1nc2ccccc2c(=O)n1NC(=O)Cc1ccccc1)NCc1ccccc1	98	27	96	99	0.3	13
18	CC(C)Nc1nc2ccccc2c(=O)[nH]1	99	7	99	99	0.3	0
19	Cc1cc(C)c(S(=O)(=O)Nc2ccc(O)cc2)cc1C	100	27	103	103	0.2	0
20	CC1=C(C(=O)OC2CCCC2)C(c2coc3ccccc3c2=O)C2=C(CCCC2=O)N1 (stereo not given)	95	20	94	95	2.1	2
21	Cc1ccccc1C(=O)NC(=S)Nc1ccc(Oc2ccc(Cl)cc2)cc1	94	10	94	96	0.0	2
22	N#CCc1c(C#N)c(N)nc(N2CCN(C=O)CC2)c1C#N	86	13	77*	78*	0.4	-1
23	O=C(O)CCn1c(=O)sc2ccccc21	98	10	96	96	-0.7	-2
24	COc1ccccc1N1C(=O)CC(N2CCc3ccccc32)C1=O (stereo not given)	98	0	99	99	1.0	3

#	HRas wt GTP bind	Mcl1-Noxa inh	Pf gamet viab	Rab7 wt GTP bind	Rac1 wt GTP bind
13	98	-7	-25	97	103
14	94	12	/	90	98
15	103	6	/	100	101
16	102	8	-14	103	101
17	96	15	-12	98	102
18	99	7	/	101	102
19	103	5	/	100	105
20	94	17	-18	95	95
21	96	/	/	95	92
22	79*	15	21	89	73*
23	95	5	12	93	96
24	99	19	16	96	97

Carrying on:
#	molecule	Rac1 mut GTP	Avidin bead fluor	Rab2 wt GTP	Cdc42 wt	ABCB1 inh	ABCG2 block
25	Cc1nc2ccc(Br)cn2c1NC(C)(C)C	96	23	98	97	0.9	4
26	N#Cc1ccsc1NC(=O)CN1CCCCCC1	101	10	105	109	1.1	8
27	Cc1cc(NC(=O)COC(=O)c2ccc(NS(=O)(=O)c3ccc(C)c(C)c3)cc2)no1	99	12	100	101	0.2	1
28	COc1ccc(S(=O)(=O)n2nc(OC(=O)c3ccc(C)cc3)cc2N)cc1	96	20	98	101	0.1	1
29	Cc1ccc(CCC(=O)Nc2nccs2)o1	97	6	93	94	0.5	3
30	CCOC(=O)CSc1nc2cc(C(=O)N3CCC(C(N)=O)CC3)ccc2c(=O)n1-c1ccccc1	101	11	101	104	0.2	1
31	COc1ccc(C(=O)NCCc2nnc(SCc3nc4ccccc4c(=O)[nH]3)n2C)cc1	100	22	100	100	0.2	4
32	CC1(C)NC(=O)N(CC(O)COc2ccccc2C(=O)Nc2ccccc2)C1=O (stereo not given)	102	9	102	103	0.3	2
33	COc1ccc(NC(=O)CN2CCC(C)CC2)cc1	94	16	96	101	0.0	0
34	O=C1c2ccccc2C(=O)N1CCCCN(C(=O)c1cccc([N+](=O)[O-])c1)c1ccc(Cl)cc1	99	5	100	99	0.5	0
35	CCN1CCN(c2cc(N3CCc4ccccc4C3)c(F)cc2[N+](=O)[O-])CC1	99	29	100	104	4.7	78
36	Cc1cc(C(=O)CSc2nnc(N)s2)c(C)n1CCc1ccc(Cl)cc1	94	8	94	98	1.1	11

#	HRas wt GTP bind	Mcl1-Noxa inh	Pf gamet viab	Rab7 wt GTP bind	Rac1 wt GTP bind
25	100	-7	/	103	100
26	105	17	-1	106	111
27	99	-23	/	99	99
28	100	1	/	106	103
29	94	-9	5	91	96
30	102	1	/	98	102
31	99	3	/	98	102
32	102	6	7	99	108
33	99	-2	/	94	99
34	100	0	-1	93	97
35	101	49	/	101	106
36	96	-6	-51	94	95

Next structures follow:
#	molecule	Rac1 mut GTP	Avidin bead fluor	Rab2 wt GTP	Cdc42 wt	ABCB1 inh	ABCG2 block
37	COC(=O)c1sccc1NC(=O)/C=C/c1ccc(Cl)cc1	100	13	99	103	-0.1	12
38	CCN(CC)C(=O)c1cccc2c1C(=O)c1ccccc1-2	102	7	101	105	0.6	10
39	O=C1c2ccccc2N(Cc2ccc(Cl)cc2)C2=NCCN12	98	4	100	98	2.7	16
40	Cc1nn(-c2ccccc2)c(N2CCCC2)c1/C=C1\N=C(c2ccc(F)cc2)OC1=O	94	5	96	91	0.7	0
41	Cc1ccc(CNC(=O)COC(=O)CCC(=O)c2cccs2)cc1	99	8	96	96	0.4	1
42	COCC(=O)N(c1ccc(C(C)C)cc1)C1C=CS(=O)(=O)C1 (stereo not given)	96	13	98	96	-2.4	-3
43	Cc1ccc(C(=O)Nc2ccc(S(=O)(=O)N3CCOCC3)cc2)cc1	96	227*	96	98	0.1	1
44	CCOC(=O)C1C(=O)CC(C)(O)C(C(=O)OCC)C1c1cc(Br)ccc1OC (stereo not given)	96	5	97	97	-0.2	0
45	CCc1cccc(N(C(=O)c2csnn2)C(C(=O)NC(C)(C)C)c2ccncc2)c1 (stereo not given)	97	11	99	97	0.1	1
46	COc1ccc(CNc2c(CO)cnc3c2cnn3C)cc1	94	10	96	96	0.7	5
47	O=C(COC(=O)c1cccc(S(=O)(=O)N2CCc3ccccc32)c1)Nc1ncc(C(F)(F)F)cc1Cl	99	14	98	97	0.4	1
48	Cc1ccc(-c2cnc(SCC(=O)N3CCCc4ccccc43)n2C)cc1	100	8	97	99	0.9	3

#	HRas wt GTP bind	Mcl1-Noxa inh	Pf gamet viab	Rab7 wt GTP bind	Rac1 wt GTP bind
37	99	-24	-26	99	106
38	102	1	-3	94	101
39	100	-3	-3	98	101
40	95	1	-13	96	97
41	98	21	15	96	102
42	97	-6	23	93	94
43	96	3	7	94	99
44	97	6	8	99	94
45	99	-4	-10	100	101
46	94	23	-14	93	97
47	101	0	-26	98	99
48	98	6	/	96	103

(further entries)
#	molecule	Rac1 mut GTP	Avidin bead fluor	Rab2 wt GTP	Cdc42 wt	ABCB1 inh	ABCG2 block
49	CC(C)(C)S(=O)(=O)c1nc2ccccc2s1	101	40	103	106	0.2	1
50	N#CCSC1=Nc2ccccc2C2=NC(CCC(=O)N3CCN(c4ccccc4)CC3)C(=O)N12 (stereo not given)	100	1	101	100	1.2	2
51	CC(C)Oc1ccc(/C=C(/NC(=O)c2ccccc2)C(=O)NCCC(=O)O)cc1	99	24	103	100	-0.1	1
52	O=C(Nc1nc(-c2ccc(S(=O)(=O)N3CCCC3)cc2)cs1)c1ccco1	?	34	?	?	0.4	1
53	O=c1[nH]cc(COCc2ccccc2)c(=O)[nH]1	91	11	92	94	0.8	8
54	COC(=O)Nc1ccc(S(=O)(=O)NCc2ccccn2)cc1	99	27	99	99	0.9	4
55	CCOC(=O)C1(CC2CCCCO2)CCN(Cc2nc3ccccc3nc2C)CC1 (stereo not given)	95	9	99	94	0.5	1
56	COc1ccccc1-n1c(SCC(=O)Nc2ccc(F)cc2)nc2c(c1=O)SCC2	104	7	104	108	1.8	4

#	HRas wt GTP bind	Mcl1-Noxa inh	Pf gamet viab	Rab7 wt GTP bind	Rac1 wt GTP bind
49	103	-15	/	105	108
50	100	32	-9	97	104
51	104	-2	1	108	103
52	?	-2	/	?	?
53	92	/	/	91	88
54	102	82*	/	104	100
55	97	-11	13	104	98
56	102	2	/	101	108

Reformatted: 4 of the compounds above
nr	mol	Rac1 mut GTP	Avidin bead fluor	Rab2 wt GTP	Cdc42 wt	ABCB1 inh	ABCG2 block	HRas wt GTP bind	Mcl1-Noxa inh	Pf gamet viab	Rab7 wt GTP bind	Rac1 wt GTP bind
51	CC(C)Oc1ccc(/C=C(/NC(=O)c2ccccc2)C(=O)NCCC(=O)O)cc1	99	24	103	100	-0.1	1	104	-2	1	108	103
52	O=C(Nc1nc(-c2ccc(S(=O)(=O)N3CCCC3)cc2)cs1)c1ccco1	?	34	?	?	0.4	1	?	-2	/	?	?
53	O=c1[nH]cc(COCc2ccccc2)c(=O)[nH]1	91	11	92	94	0.8	8	92	/	/	91	88
54	COC(=O)Nc1ccc(S(=O)(=O)NCc2ccccn2)cc1	99	27	99	99	0.9	4	102	82*	/	104	100
